CHRM4 agonist: CHRM4 agonism in calcium assay; P08173; activation, % at 3 µM; 360,000 tested, 0.14% active; AID 624127; CHO-K1 hM4/Gqi5, Fluo-8 calcium fluorescence; vehicle 0%, full acetylcholine response 100%;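 active = activation above the run mean over all test wells plus 3 SD, cut at about 32% in these data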;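 also: peak over basal fluorescence ratio per well then scaled between controls; 0% = DMSO wells and 100% = acetylcholine at EC100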
CRFR2-BP antag: blocks CRF-induced signaling of the CRF-BP/CRF-R2 complex; HEK293 CRF-R2/CRF-BP, CRF-induced calcium fluorescence; 350,000 tested, 0.59% active; inhibition, % at 11.8 µM; AID 588475;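 active = inhibition of the ligand-induced calcium signal above about 50% at the single tested concentration, limit read from the data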
CHRM4 antagonist: blocks acetylcholine activation of human M4 receptor. inhibition, % at 3 µM. CHO-hM4 cells, ACh EC80, Fluo-8 calcium fluorescence. AID 624125. 360,000 tested, 0.73% active;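 active = inhibition above its plate's cutoff, the mean inhibition of sample wells plus 3 SD, cut at about 27% in these data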;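 also: 0% = acetylcholine EC80 with DMSO and 100% = DMSO without agonist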
CHRM5 agonist: CHRM5 agonism in calcium assay; P08912; CHO-K1 hM5 cells, Fluo-8 calcium fluorescence; 0% DMSO wells, 100% maximal acetylcholine response; activation, % at 3 µM; 360,000 tested, 0.19% active;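 active = activation above the run's mean over test compounds plus 3 SD, cut at about 23% in these data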;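 also: signal is peak over basal fluorescence ratio across the kinetic read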
M4 PAM: CHRM4 positive allosteric modulation; CHO-K1 hM4/Gqi5, Fluo-8 calcium fluorescence, ACh EC20; 0% = ACh EC20, 100% = maximal ACh; activation, % at 3 µM; 360,000 tested, 0.4% active;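 active = activation above its plate's cutoff, the mean activation of sample wells plus 3 SD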; also: some results filed as inactive read as strong as hits
CHRM5 PAM: CHRM5 positive allosteric modulation; CHO-K1 hM5, Fluo-8 calcium, ACh EC20 PAM; 0% = ACh EC20, 100% = ACh EC100; activation, % at 3 µM; 360,000 tested, 0.3% active;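 active = activation above the run cutoff, the mean activation of all test compounds plus 3 SD, cut at about 18% in these data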
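Replicates: One well per compound, no replicates | System: Human M5 receptor in CHO-K1 cells | Benchmarks: Low control EC20 acetylcholine (0%), high control EC100 acetylcholine (100%) | Probe or stimulus: Acetylcholine, EC20 level | Times: Fluo-8 loading 80 min at 37 °C plus 30 min room temperature | Signal: Intracellular calcium via Fluo-8 fluorescence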
IDE inh: inhibitors of human insulin-degrading enzyme in cells. 320,000 tested, 0.41% active. inhibition, % at 5.59 µM. HEK cells, FAbetaB cleavage, fluorescence polarization. AID 434962;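 active = percent inhibition above the average of all tested compounds plus 3 SD, set per screening campaign, cut at about 16% in these data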;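 also: IDE supplied by intact live HEK cells; FP after avidin binding of uncleaved biotin substrate so inhibition keeps polarization high; 0% = DMSO wells and 100% = 60 µM reference IDE inhibitor Ii1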
Target sequence (P14735 whole entry, looked up): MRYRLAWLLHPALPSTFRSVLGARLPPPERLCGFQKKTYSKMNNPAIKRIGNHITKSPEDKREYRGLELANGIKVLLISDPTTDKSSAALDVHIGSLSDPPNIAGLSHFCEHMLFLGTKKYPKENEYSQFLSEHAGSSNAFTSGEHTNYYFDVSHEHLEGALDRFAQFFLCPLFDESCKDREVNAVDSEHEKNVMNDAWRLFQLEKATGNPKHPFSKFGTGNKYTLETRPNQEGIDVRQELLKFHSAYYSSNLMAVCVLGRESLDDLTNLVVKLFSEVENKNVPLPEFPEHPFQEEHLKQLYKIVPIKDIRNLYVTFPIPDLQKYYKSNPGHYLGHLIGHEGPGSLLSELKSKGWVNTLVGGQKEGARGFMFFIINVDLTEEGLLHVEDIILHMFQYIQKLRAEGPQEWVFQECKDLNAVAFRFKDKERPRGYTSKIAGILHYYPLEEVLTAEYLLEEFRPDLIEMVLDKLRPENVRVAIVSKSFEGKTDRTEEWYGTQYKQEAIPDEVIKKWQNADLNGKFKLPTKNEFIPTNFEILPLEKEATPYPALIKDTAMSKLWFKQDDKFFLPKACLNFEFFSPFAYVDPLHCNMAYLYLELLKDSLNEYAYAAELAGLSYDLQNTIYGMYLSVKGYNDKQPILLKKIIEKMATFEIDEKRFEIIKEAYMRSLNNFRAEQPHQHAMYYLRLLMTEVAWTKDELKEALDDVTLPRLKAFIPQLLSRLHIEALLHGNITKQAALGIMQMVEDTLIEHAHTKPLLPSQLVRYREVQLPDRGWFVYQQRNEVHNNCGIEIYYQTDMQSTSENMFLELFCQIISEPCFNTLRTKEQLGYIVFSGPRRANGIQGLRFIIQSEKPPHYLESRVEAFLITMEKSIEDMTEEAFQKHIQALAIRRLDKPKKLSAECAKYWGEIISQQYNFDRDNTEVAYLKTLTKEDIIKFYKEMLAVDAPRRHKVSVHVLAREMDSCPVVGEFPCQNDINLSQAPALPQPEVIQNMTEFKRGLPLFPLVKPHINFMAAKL
CRFBP-R2 agonist: agonists of human CRF-binding protein/CRF-R2 receptor complex; HEK293 CRF-R2/CRF-BP, calcium dye fluorescence (FLIPR); percent of saturating CRF peptide response; activation, % at 13.2 µM; 350,000 tested, 0.46% active; AID 588473;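 active = activation of at least 50%, plus an integration ratio under a set limit after plate pattern correction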;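 also: plate controls were neutral control wells without compound for no effect and CRF at EC100 for full effect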
CHRM5 antagonist: antagonists of human muscarinic M5 receptor (CHRM5). P08912. CHO-hM5 cells, Fluo-8 calcium fluorescence, ACh EC80. inhibition, % at 3 µM. 360,000 tested, 0.59% active. AID 624040;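 active = inhibition above a per-plate cutoff, the mean of that plate's test compounds plus 3 SD, cut at about 27% in these data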;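 also: 0% = acetylcholine EC80 with DMSO and 100% = DMSO without agonist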
Starred values were filed as active, the others as inactive; . = no result given. No enrichment for hits. Share with any hit: about 2.9%.

SMILES	CHRM4 agonist	CRFR2-BP antag	CHRM4 antagonist	CHRM5 agonist	M4 PAM	CHRM5 PAM	IDE inh	CRFBP-R2 agonist	CHRM5 antagonist
Cc1cccc(OCCn2cc(/C=N/NC(=O)c3ccncc3)c3ccccc32)c1	8.4	-59.4	-5.3	-0.3	-4.1	-3.8	-2.5	8.2	5.5
O=C(c1ccco1)N1CCN(S(=O)(=O)c2ccc3c(c2)OCCO3)CC1	0.9	-4.0	18.6	-4.3	-2.9	-3.8	-1.2	4.8	5.0
COc1ccc2c(c1)NC(C)(C)C=C2C	0.8	-3.9	-0.6	-7.4	0.0	-2.4	-3.7	-2.1	-3.4
Cc1ccc2cc3cc(C(=O)NCCN4CCOCC4)oc3nc2c1	2.5	15.4	-5.9	1.6	12.4	20.8*	3.7	-3.4	-12.5
CCc1noc(C)c1C(=O)N1CCCC(C(=O)c2ccc(OC)c(F)c2)C1 (stereo not given)	0.9	-3.9	0.6	1.0	2.9	-8.5	4.6	2.1	1.6
O=C(CC(c1ccccc1)c1ccccc1)NCC1CCCO1 (stereo not given)	0.8	1.5	-2.7	-4.0	9.3	0.0	-5.2	-1.8	-1.1
C=CCN(CC=C)c1ncnc2[nH]ncc12	1.5	18.2	-8.4	2.1	6.3	7.5	.	-2.4	6.3
CS(=O)(=O)N(CC(=O)N1CCN(Cc2ccc3c(c2)OCO3)CC1)C1CCCCC1	1.4	-3.5	-3.0	0.5	-0.9	10.5	-2.6	-2.4	0.2
COc1ccc(/C(=N/Nc2ncnc3ccccc23)C(=O)O)cc1	3.1	2.4	-7.6	-0.4	4.9	-6.8	2.4	0.2	9.9
CC(=O)Nc1ccc(S(=O)(=O)NNC(=O)c2ccc(S(=O)(=O)N3CCCCC3)cc2)cc1	0.1	10.2	5.2	-1.0	6.2	-2.6	3.4	-3.5	3.1
O=C(CSc1nc2[nH]ncc2c(=O)n1-c1ccccc1Br)NCc1ccccc1Cl	5.1	0.2	-2.9	0.6	7.5	5.8	0.8	-1.4	8.1
CC(=O)Nc1cc(-c2cccc(CO)c2)cn2c(-c3ccc(F)cc3)cnc12	0.2	.	6.0	-1.4	0.0	-4.5	.	.	0.1
O=C(NCCN1C(=O)S/C(=C/c2ccccc2)C1=O)C1CC(=O)N(Cc2ccccc2)C1 (stereo not given)	16.3	-6.2	2.2	3.4	-6.6	-21.2	-4.9	-2.0	0.5
CCNC(=S)N1CCC(Cc2ccccc2)CC1	-0.2	8.7	4.4	-2.2	-3.6	-2.9	4.3	1.9	4.9
COc1ccc(CNC(=O)c2cc3c(C)nc4ccccc4c3o2)c(OC)c1	15.6	57.6*	-18.4	5.1	-9.1	-18.9	4.5	-5.5	25.9
CCCN1C/C(=C/c2cccc([N+](=O)[O-])c2)C(=O)/C(=C/c2cccc([N+](=O)[O-])c2)C1	0.5	-17.5	6.9	-4.0	5.0	7.9	.	-0.8	-3.6
O=P(O)(COc1ccccc1)COc1ccccc1	0.7	-13.3	-1.2	1.8	5.8	2.1	10.8	-0.4	1.8
COCCN(Cc1ccc(F)cc1)C(=O)c1cc2ccccc2oc1=O	1.8	10.3	12.3	-6.9	0.1	0.0	.	-4.8	11.6
O=C(CSc1ncccn1)c1ccccc1Br	1.1	8.4	-5.8	-1.6	-4.6	4.0	1.7	-0.3	-2.3
CCCCN(CC)CCNc1c(N2CCN(C(=O)OCC)CC2)c(=O)c1=O	-0.3	-20.7	-5.5	0.1	2.3	-5.3	1.5	5.0	1.4
CC(C1CC1)N(Cc1ccccc1)C(=O)NC(=O)c1ccccc1 (stereo not given)	1.7	-1.1	5.2	-3.0	-2.3	-8.9	0.4	0.9	18.5
COc1ccc(N/N=C2/CCCCC2=O)cc1	-0.5	-3.7	8.2	-2.1	-1.6	-4.6	-0.3	-0.9	8.5
COc1ccc(CC(=O)OCC(=O)NCc2ccc(Cl)cc2)cc1	0.5	-5.7	-11.0	-1.9	4.2	-3.1	0.0	-0.5	5.3
Cc1n[nH]c(=O)c2c(NC(=O)CSc3nc4ccccc4c(=O)n3-c3ccc(OC(F)F)cc3)oc(C)c12	1.6	-0.1	-1.2	-0.8	-1.2	1.3	-0.1	0.6	6.4
Cc1ccc(S(=O)(=O)N2[C@@H](CO)CO[C@H]2CC(=O)c2cccc3ccccc23)cc1	2.1	.	-5.3	-1.8	-3.4	-5.8	.	.	9.1
Cc1cccc(C(=O)NCC(=O)NCCSc2ccc(Br)cc2)c1	2.4	-8.6	-2.4	-1.4	-3.6	-5.8	4.5	0.5	3.0
N=c1c2c(-c3ccccc3)c(-c3ccccc3)n(Cc3ccccc3)c2ncn1CCCn1ccnc1	2.1	-16.5	-6.9	-5.7	-15.6	-6.9	8.1	-1.9	1.7
CCOc1cc(/C=C2/NC(=S)NC2=O)ccc1OCc1ccc([N+](=O)[O-])cc1	0.2	-1.3	-1.8	-1.8	-3.0	1.3	1.8	-0.2	7.5
O=C(COC(=O)Cc1ccccc1[N+](=O)[O-])NCC1CCCCC1	0.4	9.3	6.7	-1.7	2.0	9.3	-0.5	0.6	0.9
OC(CNCc1ccccc1F)(c1ccc(F)cc1)c1ccc(F)cc1	1.3	-16.7	-7.5	-7.4	-6.1	-4.3	1.4	0.5	-1.9
CCOC(=O)N/N=C/c1ccc(OCCSc2ccc(Cl)cc2)c(OC)c1	4.0	-5.0	-5.0	0.7	-0.4	-7.7	2.4	-0.4	0.3
O=C1C2C3C=CC(CC3)C2C(=O)N1c1ccc(Cl)cc1Cl (stereo not given)	2.5	-7.3	5.4	0.8	-2.6	-0.2	-0.9	-0.6	1.4
CCN(CC)S(=O)(=O)c1ccc(NC(=O)C2COc3ccccc3O2)cc1 (stereo not given)	4.5	-1.1	2.0	-3.0	-1.7	-5.3	-0.4	0.8	5.6
COc1cc(/C=C/C(C)=NNc2ccccc2)ccc1O	2.5	19.2	5.3	-1.2	7.8	3.0	.	1.0	7.7
CC(C)CCNC(=O)c1cc2c(s1)-c1ccccc1S(=O)(=O)C2	7.6	-6.7	-10.9	1.7	-4.5	-6.2	-2.1	-3.9	7.8
CCOC(=O)c1c(C2CC2)csc1NC(=O)COC(=O)CCS(=O)(=O)c1ccc(C)cc1	1.3	2.0	13.2	-3.2	-1.6	-8.1	6.8	0.6	8.0
CS(=O)(=O)N(CC(=O)N1CCOCC1)Cc1ccc(Cl)cc1	0.3	16.0	1.1	-1.1	-3.1	-1.1	2.2	-0.2	0.6
CCCCC(=O)Nc1c2c(nn1-c1cccc(C)c1C)CS(=O)(=O)C2	0.1	7.3	-3.1	-2.9	7.6	-0.2	1.5	5.1	13.4
COc1cc(Cl)c(C)cc1NC(=O)COC(=O)C1=NN(c2ccccc2)C(=O)CC1	2.8	12.9	-5.3	3.2	5.1	-9.4	-4.2	-4.2	4.3
CCc1cccc(NC(=O)Cn2c(=O)n(CCC(=O)NCC3CCCO3)c(=O)c3cc(OC)c(OC)cc32)c1 (stereo not given)	-0.3	12.6	7.1	-2.3	-7.3	-5.5	1.2	-0.2	15.9
COC(=O)c1nc(C(=O)OC)c(C(=O)OC)nc1C(=O)OC	1.1	6.6	-3.1	-0.9	6.1	0.7	-4.5	-1.8	-11.6
COc1cc2sc(NC(=O)c3ccco3)nc2cc1Cl	0.5	8.2	13.3	-1.8	-6.7	-4.3	0.2	3.0	9.7
CN(CC(=O)Nc1cccc(S(=O)(=O)N2CCCCC2)c1)Cc1ccc(F)cc1	14.1	-0.8	11.7	1.1	-3.0	-4.8	4.5	0.4	0.7
CC(C)N(C(=O)CSc1nnc(-c2ccc3c(c2)OCO3)n1C)C(C)C	2.2	11.4	-4.4	1.0	5.5	4.3	5.8	-0.7	0.1
Cc1ccc(C(=O)Nc2cccc(-c3ccc(N4CCOCC4)nn3)c2)cc1[N+](=O)[O-]	12.5	32.2	-17.9	-2.6	3.1	-8.1	1.3	-0.5	0.5
COc1cc(/C=N/Nc2nc3ccccc3s2)ccc1OC(=O)c1ccccc1F	0.1	-7.0	2.9	-1.7	4.5	-1.7	3.4	3.5	2.3
CCOC(=O)N1CCN(C(=O)COC(=O)c2cc(Cl)c(O)c(Cl)c2)CC1	-1.9	19.6	-4.5	1.8	-0.4	8.3	-4.0	-2.7	1.4
COc1ccc2[nH]c3nc(SCC(=O)NNC(=O)c4ccc(OC)c(OC)c4)nnc3c2c1	-0.3	14.0	-11.1	3.8	5.7	-1.9	7.0	-0.6	-3.1
COc1ccc(NC(C)=O)cc1NC(=O)C1CCN(C(=O)Nc2ccccc2)CC1	-0.6	-3.7	-6.3	2.0	-5.9	-0.7	3.4	-1.1	-2.4
Cc1ccc(OCCCC(=O)Nc2cc(Cl)ccc2-n2cncn2)cc1	1.7	-19.6	-1.9	-7.0	-2.7	5.0	2.9	-0.5	-0.5
O=C(Oc1cccc(N2C(=O)CCC2=O)c1)c1ccccc1	0.9	-1.9	2.3	-0.3	-0.8	4.3	0.4	-1.7	-6.8
CC1(C(=O)NS(=O)(=O)c2ccc(C#N)cc2)CCN1C(=O)CC1CC1 (stereo not given)	0.0	.	7.3	1.0	-2.5	1.4	.	.	4.2
COc1ccc(NC(=O)C(c2ccccc2)c2ccccc2)c(OC)c1	2.3	-14.8	0.9	-2.5	-7.3	0.4	6.7	1.6	11.8
CSCCC(NC(=O)c1ccc(Cl)cc1)C(=O)NC(C)(C)C (stereo not given)	-2.5	-14.8	-0.7	-3.1	-1.6	4.8	-2.8	4.6	-6.0
COc1ccc(C(=O)NCC23C=CC(O2)C2C(=O)N(Cc4ccccc4)C(=O)C23)cc1 (stereo not given)	10.0	0.0	10.5	-3.6	-16.7	-16.1	1.6	0.6	19.6
CN=C1S/C(=C\c2cc(C)n(-c3ccccc3F)c2C)C(=O)N1C	3.5	-4.2	-3.0	-1.2	-0.7	-9.0	1.3	-0.4	12.2
Cc1ccc2cc3c(NC(=O)c4ccco4)nn(CC(C)C)c3nc2c1	2.7	-1.8	-14.2	-1.6	8.3	7.5	-3.6	0.2	-7.4
Cn1c(=O)c2c(nc(Br)n2CC(=O)c2cccs2)n(C)c1=O	1.2	2.4	-12.2	-0.7	3.5	-1.2	-1.3	-1.9	3.2
COc1ccccc1NC(=O)NC1(C(=O)N2CCC(O)CC2)CCCCC1	-0.2	-6.1	-12.9	-8.0	6.8	4.3	4.6	0.6	0.5
CCOC(=O)c1c(C)[nH]c(C(=O)OC)c1CCC(=O)OC	1.0	-2.4	-1.8	-3.6	8.5	1.3	1.2	-1.8	-2.9

Three structures from above, arranged by formula weight, lowest first:
SMILES	CHRM4 agonist	CRFR2-BP antag	CHRM4 antagonist	CHRM5 agonist	M4 PAM	CHRM5 PAM	IDE inh	CRFBP-R2 agonist	CHRM5 antagonist
COc1ccc(/C(=N/Nc2ncnc3ccccc23)C(=O)O)cc1	3.1	2.4	-7.6	-0.4	4.9	-6.8	2.4	0.2	9.9
COc1ccc(NC(=O)C(c2ccccc2)c2ccccc2)c(OC)c1	2.3	-14.8	0.9	-2.5	-7.3	0.4	6.7	1.6	11.8
Cn1c(=O)c2c(nc(Br)n2CC(=O)c2cccs2)n(C)c1=O	1.2	2.4	-12.2	-0.7	3.5	-1.2	-1.3	-1.9	3.2

Assay outcomes as filed in PubChem BioAssay.
